GRP78 ERSR act: inducers of ER stress response in human glioma cells; U87-MG GRP78 promoter luciferase reporter, 16 h; Potency, µM, inactives show at the highest dose activation, most hits filed as activators; 420,000 compounds, 0.02% hits; AID 602332; further: potency means the concentration at half of the fitted maximal effect; series mostly up to about 76 µM; % of control where 0% means no effect; nearly all actives have a fitted effect of over 35% in size
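ERSR induction read as luciferase luminescence (Bright-Glo, 10 min at room temperature) in stably transfected human U87-MG glioma cells exposed to compounds for 16 h, using GRP78 as sensor.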
Vif-A3G inh: blocks the Vif interaction with human APOBEC3G; Q9HC16; HeLa A3G-eYFP + Vif (tagged APOBEC3G with the HIV-1 protein that degrades it), YFP fluorescence, overnight; Potency, µM (series often up to 46.1 µM), for inactives: top-dose activity, negative = active, usual class: inhibitors; 410,000 compounds, 0.076% hits; AID 602310;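 further: potency means the concentration at half of the fitted maximal effect; on the % scale 0 is the no-effect control and ±100 the full control effect; nearly all actives have a fitted effect of over 60% in size; hits raise eYFP signal because A3G escapes Vif-driven loss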
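HeLa cells stably expressing Vif and C-terminally eYFP-tagged A3G, seeded overnight at 37 deg C, then exposed to compound by pintool overnight at 37 deg C. Rise in yellow fluorescence (Ex 488/Em 500-530, Acumen) marks blocked Vif-driven A3G degradation.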
USP1-UAF1 inh: inhibitors of human USP1/UAF1 deubiquitinase; O94782; recombinant USP1/UAF1, Ub-Rhodamine cleavage fluorescence; Potency, µM (top dose mostly 57.1 µM), without a hit: at the highest dose activity change, negative = inhibition, usual class: inhibitors; 390,000 compounds, 0.23% hits; further: potency means the concentration at half of the fitted maximal effect; on the % scale 0 is the no-effect control and ±100 the full control effect; nearly all actives have a fitted effect of over 60% in size; inactives centre near -12
Target sequence (O94782 whole entry, looked up): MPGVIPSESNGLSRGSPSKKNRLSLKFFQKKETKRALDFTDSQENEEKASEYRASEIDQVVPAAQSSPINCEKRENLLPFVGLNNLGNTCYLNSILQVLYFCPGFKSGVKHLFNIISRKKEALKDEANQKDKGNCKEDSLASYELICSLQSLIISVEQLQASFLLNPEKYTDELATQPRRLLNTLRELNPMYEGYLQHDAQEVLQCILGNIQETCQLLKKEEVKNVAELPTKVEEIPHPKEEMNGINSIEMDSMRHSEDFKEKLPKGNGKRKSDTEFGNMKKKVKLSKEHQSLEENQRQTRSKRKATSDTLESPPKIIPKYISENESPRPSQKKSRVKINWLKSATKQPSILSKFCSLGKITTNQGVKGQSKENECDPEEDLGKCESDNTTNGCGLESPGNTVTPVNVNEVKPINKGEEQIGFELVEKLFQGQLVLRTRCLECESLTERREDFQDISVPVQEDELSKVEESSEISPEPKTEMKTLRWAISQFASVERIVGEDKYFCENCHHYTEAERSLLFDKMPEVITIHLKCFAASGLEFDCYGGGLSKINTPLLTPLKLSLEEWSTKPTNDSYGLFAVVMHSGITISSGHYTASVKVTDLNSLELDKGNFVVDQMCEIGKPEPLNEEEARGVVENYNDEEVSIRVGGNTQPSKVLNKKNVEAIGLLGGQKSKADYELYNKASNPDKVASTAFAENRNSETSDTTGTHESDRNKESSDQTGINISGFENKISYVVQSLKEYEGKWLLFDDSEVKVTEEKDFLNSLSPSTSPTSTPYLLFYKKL
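USP1/UAF1 complex (1 nM) preincubated 15 min at room temperature with compound, then Ub-Rho substrate (150 nM final) added. Kinetic fluorescence at 480/540 nm over 6 reads at 60 s intervals; 50 mM HEPES pH 7.8, 0.5 mM EDTA, 0.1 mg/ml BSA, 1 mM TCEP, 0.01% Tween-20.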
Vif-APOBEC3F blk: blocks the Vif interaction with APOBEC3F | HeLa A3F-eYFP + Vif (tagged APOBEC3F with the HIV-1 protein that degrades it), YFP fluorescence increase | Potency, µM (highest dose often 46.1 µM), without a hit: at the top dose activity, negative = active | 390,000 compounds, 0.2% hits | AID 602313; further: potency means the concentration at half of the fitted maximal effect; % of control where 0% means no effect; nearly all actives have a fitted effect of over 65% in size
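HeLa cells stably expressing A3F-eYFP plus Vif, plated and incubated overnight at 37 deg C, then exposed to compounds overnight at 37 deg C. Blocked degradation read as raised yellow fluorescence (Ex 488/Em 500-530).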
LDHA block: inhibitors of human lactate dehydrogenase A; activity change, % (values are at about 110 or 230 µM); purified LDHA, NADH/diaphorase-resazurin fluorescence; hits give low values; 480,000 compounds, 0.15% hits; P00338; in the data active means activity change below about -30%; inconclusive means mostly about -25% to -30%;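 further: plate controls were DMSO wells for no effect and wells without enzyme for full effect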
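Resorufin fluorescence (ex540/em590), read at 0 and 20 min after diaphorase/resazurin addition, reports the NADH left after a 5 min room-temperature reaction of 2 nM human LDH5 with 0.06 mM NADH and 0.2 mM pyruvate.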
IDH1 R132H inh: blocks human mutant IDH1 R132H enzyme. O75874. 390,000 compounds, 0.093% hits. IDH1-R132H enzyme, NADPH consumption, diaphorase/resazurin fluorescence. AID 602179. Potency, µM (titrated, usually from 76.6 µM), for inactives: at the top dose activity change, negative = inhibition, hits mostly inhibitors; further: potency means the concentration at half of the fitted maximal effect; on the % scale 0 is the no-effect control and ±100 the full control effect; nearly all actives have a fitted effect of over 65% in size
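IDH1-R132H (0.5 ug/mL) preincubated 30 min with compound, then NADPH (0.016 mM) and alpha-KG (2 mM) added; 80 min at RT, pH 7.5. Remaining NADPH coupled via diaphorase/resazurin to fluorescence (540/590 nm); concentration-response curves normalized to no-enzyme control.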
TrxR1 inh: rat TrxR1 inhibition; O89049; recombinant rTrxR1, NADPH fluorescence consumption, selenite substrate; Potency, µM (doses to about 114 µM), inactives show at the highest dose activity change, negative = inhibition, actives largely listed as inhibitors; 390,000 compounds, 1% hits; AID 588453; further: potency means the concentration at half of the fitted maximal effect; on the % scale 0 is the no-effect control and ±100 the full control effect; nearly all actives have a fitted effect of over 65% in size
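Rat TrxR1 (90 nM in the dispensed reagent) was pre-reduced with 400 uM NADPH for 5 min at room temperature, then incubated with compound for 15 min. After 400 uM selenite was added, NADPH fluorescence (Ex 340/Em 450 nm) was followed for 8 min.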
TrxR1 substrate: substrates of rat thioredoxin reductase 1 | purified TrxR1 substrate turnover, NADPH consumption readout | Potency, µM (top dose mostly 114 µM), for the others: at the top dose activity change, negative = substrate turnover | 390,000 compounds, 0.01% hits | O89049; further: potency means the concentration at half of the fitted maximal effect; on the % scale 0 is the no-effect control and ±100 the full control effect; nearly all actives have a fitted effect of over 50% in size
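Rat TrxR1, dispensed at 90 nM, was prereduced with 400 uM NADPH (final) for 5 min at ~22 deg C, then incubated with compound 15 min before 400 uM selenite. A first-read NADPH fluorescence drop versus no-compound background flagged substrates.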
RGS4 inhibitor: human RGS4 inhibition; P49798; Transcreener GDP fluorescence polarization, RGS4-accelerated GTP hydrolysis; Potency, µM (titrated, usually from 114 µM), without a hit: top-dose activity change, negative = inhibition, actives largely listed as inhibitors; 390,000 compounds, 0.039% hits; further: potency means the concentration at half of the fitted maximal effect; on the % scale 0 is the no-effect control and ±100 the full control effect; nearly all actives have a fitted effect of over 75% in size; some results filed as inactive show a strong effect at the top dose
Target sequence (P49798 whole entry, looked up): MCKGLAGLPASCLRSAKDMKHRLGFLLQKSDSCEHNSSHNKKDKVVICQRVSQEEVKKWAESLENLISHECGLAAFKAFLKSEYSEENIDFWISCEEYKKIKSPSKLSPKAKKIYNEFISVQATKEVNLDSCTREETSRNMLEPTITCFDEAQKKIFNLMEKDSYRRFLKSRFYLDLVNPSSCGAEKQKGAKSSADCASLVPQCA
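MLSMR compounds (23 nl, pin-transferred) preincubated 10 min at room temperature with a 500nM (2x) first reagent, then RGS4 at 900nM (2x) plus Transcreener GDP mix added; fluorescence polarization (620/688 nm) read before and after 90 min at 30 °C.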
The depositor's hits bear a star; u = inconclusive; x = not tested or not shown; & = joins results of further samples; [ ] = remark or other dose. Unless noted, the call rests on the fitted dose curve; in most records, active means well fitted curve in the direction sought with a large enough effect; inconclusive means small, poorly fitted or top-dose-only effect, or another doubt; inactive means no such curve, though single readings can be large; an effect the other way counts as inactive or inconclusive. This is a subset (hit frequency here may not be typical).

SMILES | GRP78 ERSR act | Vif-A3G inh | USP1-UAF1 inh | Vif-APOBEC3F blk | LDHA block | IDH1 R132H inh | TrxR1 inh | TrxR1 substrate | RGS4 inhibitor
CC1=CC(=Cc2sc3ccccc3[n+]2C)C=C(C)O1 | -5% | u | -12% | 5µM* | -7 | 13% | -17% | u | -29%
CSC(=Nc1ccccc1)c1c(O)n(C)c(=O)n(C)c1=O | -4% | -2% | -4% | 2% | 8 | 5% | -13% | 4% | -29%
Cc1nc2ccccc2c(=O)n1-c1cccc(C(F)(F)F)c1 | -5% | -1% | -20% | -13% | -4 | 3% | 5%[57.1 µM] | 7%[57.1 µM] | 16%
O=c1[nH]c(=S)n(C2CC2)c(O)c1C=NCC1CCCO1 (stereo unspecified) | -4% | 1% | -6% | 0% | -3 | 6% | -5%[57.1 µM] | -14% | -12%
Cc1nn(Cc2ccccc2)c(Cl)c1C(=O)OCC(=O)N1CCCC1 | -1% | 1% | -17% | 0% | 1 | 10% | 19% | 2% | 1%[56.9 µM]
CC(C)NC(C)C(=O)C12CC3CC(CC(C3)C1)C2 (stereo unspecified) | -4% | 5% | 13% | 0% | -5 | -2% | -10% | -6% | 21%
COc1ccc(CN2CCN(C(=O)COc3ccc4ccccc4c3)CC2)c(OC)c1 | -4% | 3% | -8% | 3% | -9 | -7% | -14% | -11% | 1%[56.9 µM]
CC12CCC(=O)C=C1CC(N1CC1)C1C2CCC2(C)C(O)CCC12 (stereo unspecified) | -2% | -9% | -7% | 15% | -4 | -3% | 2%[11.4 µM] | 11%[57.1 µM] | 1%
CC(C)NC[C@H](O)COc1cccc2[nH]ccc12 | -6%&0%&-4%&-1% | -2% | 7% | -1% | -5 | -6% | 9%[57.1 µM] | 6%[57.1 µM] | 0%[56.9 µM]
COc1ccc(NC2=NC(C)(C)CS2)cc1 | 2% | -10% | -27% | -12% | -7 | 15% | 13%[57.1 µM] | 11%[57.1 µM] | u
[Hg+][c]1ccccc1 | -12%&-11% | -14% | x | x | -62* | x | u | -1% | x
CC1(C)CN=C(Nc2ccccc2C(F)(F)F)S1 | -3% | 2% | -8% | 3% | 1 | 4% | 15%[57.1 µM] | -5%[57.1 µM] | 0%
COc1ccc(-[n+]2c(-c3ccccc3)cc(-c3ccccc3)cc2-c2ccccc2)cc1 | -3% | -4% | -8% | 4% | 0 | 10% | 15% | 4% | -53%
O=C(O)Cn1cc(C(=O)c2ccccc2)c2ccccc21 | -5% | -4% | -26% | 0% | 1 | 8% | -8% | -19% | -13%
O=C(Cc1c(O)c2ccccc2oc1=O)c1ccc(F)cc1 | 4% | 0% | -15% | 1% | -10 | -5% | 15% | 6% | u
COc1ccc(OCC#CCN2CCCCCC2)cc1 | 7% | 3% | -27% | 8% | -4 | 2% | -4% | 5% | -26%
COc1cc(OC)c(OC)cc1CN1CCN(C(=O)COc2ccc3ccccc3c2)CC1 | -1% | 1% | -10% | 7% | -15&3 | 17% | 0%[57.1 µM] | -2%[57.1 µM] | -1%
CCc1c(C)nc(N)nc1N1N=C1SC(C(C)=O)C(C)=O | -2% | -5% | -16% | 13% | 0 | 4% | -20% | 0% | u
Cc1nn(Cc2ccccc2)c(C)c1C(=O)NCc1ccccc1F | -5% | 2% | -6% | 1% | -1 | 5% | 26%[57.1 µM] | 12%[57.1 µM] | 9%
O=[N+]([O-])c1ccc(C2[C@H]3C(c4ccccc4)=NC4(CCCC4)N23)cc1 (stereo partly specified) | -1% | -8% | 1% | -8% | -8 | 0% | 8% | 0% | 1%
CC(=NCC1CCCO1)c1c(O)n(C2CCCCC2)c(=O)[nH]c1=O (stereo unspecified) | -4% | -1% | -21% | -24% | 1 | 0% | 10% | 2% | -18%
CCN(CC)C(=O)c1ccc(NC(=O)c2cccc(F)c2)cc1 | 6% | -1% | -15% | -3% | -7 | 7% | 16% | 4% | -31%
COC(=O)C1=C(c2cccc(OC)c2OC)C[C@@H]2CC[C@H]1N2C(=O)NCc1ccccc1 | -2% | 2% | 13% | -8% | 1 | 2% | 21% | 6% | 25%
CN1CCN(/N=C/c2c(O)n(C)c(=O)n(C)c2=O)CC1 | -1% | 0% | -11% | 0% | -2 | -4% | 11%[57.1 µM] | 3%[57.1 µM] | -8%
CCN1CCN(c2nc3ccccc3s2)CC1 | -4% | 0% | -8% | -13% | -2 | 3% | 14% | 5% | -9%
CN1CCN(c2c(N)c(=O)oc3ccccc23)CC1 | 0% | 0% | -11% | -8% | -9 | 6% | 13% | 4% | 12%
COc1cc2[nH]c(=O)n(-c3ccccc3)c(=O)c2cc1OC | -5% | 0% | 1% | x | -4 | 6% | 1% | 32%[activator] | u
CCCCn1c(O)c(C(C)=NCCCN(CC)CC)c(=O)[nH]c1=O | -5% | 1% | -20% | -11% | -13 | 3% | 7% | 7%[0.457 µM] | 10%
CCCN(CC1CC1)CC(O)c1ccccc1 (stereo unspecified) | -6% | 3% | -6% | 1% | -16 | -2% | 7%[57.1 µM] | 9%[57.1 µM] | -27%
CC(C)OCCCNC(=O)c1c(N)n(CC2CCCO2)c2nc3ccccc3nc12 (stereo unspecified) | 0% | -7% | 28µM* | -1% | 24 | 11% | 1% | 228%[activator] | -28%
Cc1cccc(CN2C(=O)CN=C(c3ccccc3)c3cc(Cl)ccc32)c1 | -5% | -2% | -11% | 2% | 2 | 1% | 5%[57.1 µM] | -7%[57.1 µM] | -14%
O=C(Cn1cc(C(=O)c2ccccc2)c2ccccc21)Nc1ccc(Br)cc1 | -2% | -1% | 11% | 10% | -3 | 2% | 12% | 5% | -17%
COc1cc(/C=N/n2cnnc2)ccc1OC(=O)N(C)C | -2% | -1% | 7% | 2% | -3 | -5% | -11% | -4% | 5%
CCCC(=O)Nc1cc(C(=O)N2CCC3(CC2)OCCO3)ccc1S(=O)(=O)c1ccc(C)cc1 | -3% | 2% | -11% | -18% | -8 | -2% | 14% | -6% | 14%
Nc1ccc(CCN2CCN(c3cccc(C(F)(F)F)c3)CC2)cc1 | -3%&-2%&-3% | 1% | -19% | 0% | -3 | 7% | 2%[57.1 µM] | 1%[57.1 µM] | u
O=C(O)c1ccccc1Nc1cccc(C(F)(F)F)c1 | u | 0% | -25% | 2% | -5 | 0% | 36%[activator] | 8% | -11%
CC(C#N)CCC#N (stereo unspecified) | -1% | 1% | -17% | 10% | -5 | 5% | 45%[activator] | 13% | 3%
Cc1cc(C)c2c(ccc3cccc[n+]32)c1 | -3% | 6% | -3% | -17% | 0 | 4% | 8%[57.1 µM] | 13%[57.1 µM] | -10%
COC(=O)[C@@]1(Cc2ccc(F)cc2)[C@H]2c3cc(C(=O)N(C)C)[nH]c3C[C@H]2CN1C(=O)c1ccccc1 | -4% | -7% | -22% | 1% | 0 | -8% | 3% | 4% | 4%
C[C@H]1CN([C@@H](C)CO)C(=O)c2cccc(NC(=O)c3ccc(-c4nccs4)cc3)c2O[C@@H]1CN(C)C(=O)Nc1cccc2ccccc12 | -3% | -9% | -24% | -1% | 10 | 3% | 3% | 0% | -11%
Cc1ccc(CCNC(=O)C2CCCN(Cc3nc(-c4cccc(Cl)c4)oc3C)C2)cc1 (stereo unspecified) | -2% | 7% | -22% | 14% | -7 | 3% | u | -3% | -55%
C=CCN(CC=C)C(=O)Nc1ccc(OCC)cc1 | 3% | 1% | -4% | 4% | 0 | 3% | 11%[57.1 µM] | 6%[57.1 µM] | -5%
CSc1ncc(Cl)c(C(=O)O)n1 | -4% | 0% | -6% | 3% | -4 | 3% | -10% | -4% | -21%
NNCc1ccccc1 | -1%&-3% | 1% | -19% | -3% | -14 | 12% | 19% | 7% | 5%
Cc1cccc(N2C(=O)NC(=O)/C(=C\c3cnc(-c4ccccc4)nc3)C2=O)c1 | 3% | -4% | -24% | -10% | -12 | -6% | 10µM* | -2% | u
OC1(c2ccccc2)CCNC2CCCCC21 (stereo unspecified) | -5% | 4% | -16% | 19% | -10 | -7% | -17% | -10% | 10%
CCCCn1c(O)c(C(C)=NCCc2c[nH]c3ccccc23)c(=O)[nH]c1=O | -7% | 0% | -24% | -1% | 1 | 16% | u | -4% | -11%
CCc1ccc(C(=O)C23CN4CN(CN(C4)C2)C3)cc1 | -3% | -1% | -18% | -10% | -8 | 0% | 23% | 14% | -2%
CCCCCn1c(N)c(C(=O)NCc2cccs2)c2nc3ccccc3nc21 | -2% | 1% | u | -12% | 8 | 4% | 82%[activator] | 88%[activator] | -25%
COc1ccc(N2C(=O)CC(N3CCC(n4c(=O)[nH]c5ccccc54)CC3)C2=O)cc1 (stereo unspecified) | -4% | 2% | -8% | 1% | -5 | 11% | u | 12% | 6%

Assay outcomes: PubChem BioAssay, National Center for Advancing Translational Sciences (NCATS)
